D2 PAM – HTS Assay for Positive Allosteric Modulators of the Human D2 Dopamine Receptor: Primary Screen for Potentiators. D(2) dopamine receptor (Homo sapiens), P14416. HEK293 T-REx D2, calcium flux, EC20 dopamine potentiation. potentiation, % at 10 µM. actives 0.34% (n = 340,000). AID 485347, 2010;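 active = potentiation over 3 SD above the plate norm, cut at about 30% in these data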; note: 0% is about no effect
Target sequence (P14416 whole entry, looked up): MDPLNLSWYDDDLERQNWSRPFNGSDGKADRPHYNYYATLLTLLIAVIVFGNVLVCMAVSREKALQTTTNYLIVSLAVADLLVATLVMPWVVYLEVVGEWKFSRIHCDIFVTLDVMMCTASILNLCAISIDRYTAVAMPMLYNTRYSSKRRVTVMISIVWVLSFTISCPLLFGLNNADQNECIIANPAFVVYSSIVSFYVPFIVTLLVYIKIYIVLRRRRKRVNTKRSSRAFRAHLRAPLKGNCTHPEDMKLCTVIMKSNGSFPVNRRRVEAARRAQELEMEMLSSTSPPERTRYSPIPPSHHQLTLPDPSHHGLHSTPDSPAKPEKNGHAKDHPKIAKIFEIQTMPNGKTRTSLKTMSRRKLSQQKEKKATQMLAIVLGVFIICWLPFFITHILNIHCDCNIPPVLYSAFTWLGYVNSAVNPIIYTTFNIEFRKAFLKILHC
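Primary screen. Calcium kinetics in induced HEK293 T-REx D2 cells: compound pre-addition 180 s, EC20 dopamine, 180 s more.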
Apoferritin bind – qHTS Assay for Identification of Novel General Anesthetics. actives 0.074% (n = 350,000). Potency, µM (doses to about 77.5 µM), inactives show top-dose activity change, negative = displacement, hits mostly inhibitors. apoferritin/1-aminoanthracene competitive binding, fluorescence; note: potency is the fitted concentration of half-maximal effect; % is set by controls: 0 for no effect and ±100 for the full control effect; nearly all actives have a fitted effect of over 20% in size
Target sequence (P02791 2-175 limits assumed): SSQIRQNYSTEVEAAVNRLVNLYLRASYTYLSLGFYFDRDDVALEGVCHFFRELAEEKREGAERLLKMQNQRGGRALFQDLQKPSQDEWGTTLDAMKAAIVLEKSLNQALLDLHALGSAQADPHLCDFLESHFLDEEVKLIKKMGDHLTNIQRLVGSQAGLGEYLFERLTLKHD
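Concentration-response curves derived by four-parameter Hill fitting of normalized fluorescence, where compounds displaced 1-AMA from 10 uM horse apoferritin following a brief 10 min room-temperature incubation; propofol titration acted as positive control.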
D1 ag – Allosteric Agonists of the Human D1 Dopamine Receptor: qHTS | HEK293 T-REx D1 cells, calcium flux, agonist mode | D(1A) dopamine receptor (Homo sapiens), P21728 | actives 1% (n = 360,000) | activation, % at 2 µM; in the data active = activation above about 30%; note: 0% is about no effect
Target sequence (P21728 whole entry, looked up): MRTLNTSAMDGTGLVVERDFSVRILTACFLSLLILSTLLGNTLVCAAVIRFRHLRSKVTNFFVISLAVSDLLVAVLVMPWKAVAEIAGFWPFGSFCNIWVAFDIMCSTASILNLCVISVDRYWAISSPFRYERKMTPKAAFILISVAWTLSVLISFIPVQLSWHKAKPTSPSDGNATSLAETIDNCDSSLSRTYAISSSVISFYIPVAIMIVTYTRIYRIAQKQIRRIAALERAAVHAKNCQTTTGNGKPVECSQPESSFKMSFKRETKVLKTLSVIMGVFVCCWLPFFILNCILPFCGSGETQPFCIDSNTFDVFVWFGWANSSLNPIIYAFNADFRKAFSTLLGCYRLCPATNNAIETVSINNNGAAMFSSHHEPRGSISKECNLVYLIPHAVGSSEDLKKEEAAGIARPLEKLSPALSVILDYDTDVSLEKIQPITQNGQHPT
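Tetracycline-induced HEK293 TREx D1 cells, force-coupled to calcium signalling, were dye-loaded with a no-wash calcium kit. Compound was pin-added after a 10 s baseline. Fluorescence was read kinetically at 1 cycle/s for 180 s, with calcium rises flagged as agonism.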
RXFP1 antagonist – qHTS Assay for Antagonists of the Relaxin Receptor RXFP1; HEK293-RXFP1, relaxin-stimulated cAMP HTRF, 30 min; hits give low values; activity change, negative = inhibition, % at 57.5 µM; AID 1259400, 2018; actives 0.59% (n = 350,000);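 active = activity change of -60% or lower, but not beyond a set lower limit; inconclusive = change between -60% and -40%, or beyond the set limit; inactive = change above -40%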; note: % is set by controls: 0 for no effect and ±100 for the full control effect
RXFP1 ag – qHTS Assay for Agonists of the Relaxin Receptor RXFP1. Relaxin receptor 1 (Homo sapiens), Q9HBX9. HEK293T-RXFP1 cAMP TR-FRET, 30 min; response scale: percent of porcine relaxin response, buffer zero. Potency, µM (titrated, usually from 57.5 µM), inactives show at the top dose activation, usual class: activators. actives 0.3% (n = 370,000). AID 2676, 2010; note: potency is the fitted concentration of half-maximal effect; % is set by controls: 0 for no effect and ±100 for the full control effect; nearly all actives have a fitted effect of over 60% in size; many of its hits are not listed in these tables
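cAMP rise read by TR-FRET after 30 min, 37C compound exposure (up to 58 uM) in RXFP1-transfected HEK293 cells with Ro 20174 present. EC50 from Hill-equation fits, with 29 nM porcine relaxin as 100% and buffer as basal.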
D1 PAM – Potentiators of Human D1 Dopamine Receptor: qHTS; D(1A) dopamine receptor (Homo sapiens), P21728; HEK293 TREx D1 cells, calcium flux, dopamine EC20 potentiation; actives 0.036% (n = 360,000); potentiation, % at 10 µM; in the data active = potentiation above about 30%; note: 0% is about no effect
D1 antagonist – Antagonist of Human D 1 Dopamine Receptor: qHTS; D(1A) dopamine receptor (Homo sapiens), P21728; HEK293 TREx D1 cells, calcium flux, dopamine EC80; hits give low values; activity change, negative = inhibition, % at 10 µM; actives 3.2% (n = 360,000); AID 504652, 2011; in the data active = activity change below about -30%; note: % is set by controls: 0 for no effect and ±100 for the full control effect
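Tetracycline-induced HEK293 Trex D1 cells, force-coupled to calcium, dye-loaded; compounds added and read 180 s, then EC80 dopamine added and calcium flux tracked kinetically another 180 s.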
TRHR enhancer – qHTS for Small Molecule Agonists and Allosteric Enhancers of Human TRH Receptor: Primary Screen for Enhancers; Thyrotropin-releasing hormone receptor (Homo sapiens), P34981; TRHR cells, fluo-8 calcium fluorescence, EC20 TRH enhancement; enhancement, % at 2 µM; actives 0.66% (n = 360,000); AID 493056, 2011; in the data active = enhancement above about 30%; note: 0% is about no effect
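Enhancer read-out: after compound pinning and an initial kinetic agonist-mode read, an EC20 of TRH (10 nM final) was injected and fluo-8 calcium signal (Ex 480/Em 530) followed at 1 s/cycle for 100 cycles in TRHR-expressing cells.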
TRHR agonist – qHTS for Small Molecule Agonists and Allosteric Enhancers of Human TRH Receptor: Primary Screen for Agonists; Thyrotropin-releasing hormone receptor (Homo sapiens), P34981; TRHR cells, calcium flux fluo-8, FDSS agonist mode; activation, % at 2 µM; actives 0.18% (n = 360,000); AID 493084, 2011; in the data active = activation above about 30%; note: 0% is about no effect
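TRHR-expressing cells, plated overnight in medium with 10% serum, were loaded with fluo-8 calcium dye at room temperature. After a 10 s baseline, library compound was pin-added and calcium release was recorded kinetically (ex 480/em 530) as agonist response.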
The depositor's hits bear a star; ? = inconclusive; · = no result given; & = joins results of further samples; [ ] = dose if it differs, or a comment. Unless noted, calls come from the whole dose curve; as a rule, active = well fitted curve in the direction sought with a large enough effect; inconclusive = small, poorly fitted or top-dose-only effect, or another doubt; inactive = no such curve, though single readings can be large; an effect the other way counts as inactive or inconclusive.

SMILES	D2 PAM	Apoferritin bind	D1 ag	RXFP1 antagonist	RXFP1 ag	D1 PAM	D1 antagonist	TRHR enhancer	TRHR agonist
CCOc1ccc(N2CC(C(=O)OCC(=O)NCc3ccccc3)CC2=O)cc1 (stereo not given)	4	-12%	0	-1	0.1%	7	2	29	0.7
NC(=S)N/N=C\c1ccccc1OCc1ccccc1	-3	-4%	1	-22	0.6%	-4	-13	-12	-0.3
Cc1ccc(-c2nnc(SCc3cccc(C#N)c3)o2)cc1	-1	-6%	4	·	0.6%	-4	11	7	-2.2
CC(C)(C)N1CSC(=S)N(Cc2ccccc2)C1	-2	-11%	4	10	0.5%	-2	-8	-6	0.9
CC(C)Oc1ccc(S(=O)(=O)N2CCOCC2)cc1NC(=O)C1=NN(c2ccccc2)C(=O)CC1	-4	·	6	-21	0.5%	-9	-1	0	1.2
COc1cc(OC)nc(NC2OC(=O)c3ccccc32)n1 (stereo not given)	13	4%	-4	7	1.1%	7	5	5	-1.8
CCN(CC)c1ccc(CNCCCSc2nnnn2C)cc1	-18	5%	11	-5	4.9%	-1	7	21	0.6
O=C(Nc1ccc(-n2cnnn2)cc1)C1CCC1	3	-16%	-1	-10	0.4%	-2	30	1	0.0
CC(=O)c1c(C)[nH]c(C(=O)Nc2ccc(Cl)c(S(=O)(=O)N(C)C)c2)c1C	-5	-4%	9	-10	?	-19	-50*	2	1.6
C=CC(C)Sc1nc2c(c(=O)n(C)c(=O)n2C)n1Cc1ccccc1Cl (stereo not given)	-4	1%	1	-3	2.0%	1	3	-3	-1.3
O=C(CSc1nc(Nc2ccccc2)c2ccccc2n1)c1ccc(Cl)cc1	-21	-10%	1	-2	4.3%	0	-5	0	-0.2
Cc1nnc(N(Cc2ccco2)C(=O)c2cccc(C#N)c2)s1	·	-3%	2	-2	0.8%	-4	-20	1	-1.9
C/C(=N\NC(=O)C(C)Oc1ccc([N+](=O)[O-])cc1)c1ccccn1 (stereo not given)	-8	?	2	-2	2.2%	-8	-2	-4	0.0
O=C(COC(=O)C1CC2C=CC1C2)Nc1ccc2c(c1)OC(F)(F)O2 (stereo not given)	-6	-4%	5	-19	-1.8%	-5	-19	1	1.3
O=C(CCNS(=O)(=O)c1ccccc1)NCCSc1ccc(Br)cc1	-17	·	11	0	-1.2%	·	2	-3	0.4
Cc1cc(O)c(CN(C)C)c2c1C(=O)/C(=C/c1ccco1)O2	-1	149%[activator]	2	5	1.4%	2	-11	6	18
COc1ccc(S(=O)(=O)Nc2ccncc2)c(C)c1C	3	-3%	1	-10	-1.9%	1	2	-2	-0.1
Nc1nonc1C(=Nc1ccc(Br)cc1)NO	-7	?	10	-2	0.3%	-5	-4	7	0.5
Cc1ccc(Cn2cc(/C=C(/C#N)C(=O)Nc3cccc(Cl)c3)c3ccccc32)cc1	0	12%	4	-1	-2.3%	-1	-8	2	3.6
Cc1cc2nc3c(=O)n(C4CCCCC4)c(=O)[nH]c3nc2cc1N	-4	47%[activator]	213*	?	4.4%	-8	-24	16	119*
COc1ccccc1CN(Cc1cccnc1)S(=O)(=O)c1ccc(-n2cnnn2)c(OC)c1	-1	6%	1	-4	5.0%	1	-3	-13	-0.5
O=C(CSc1ccc(-c2ccccn2)nn1)N1CCCC1	9	-5%	2	-19	2.1%	2	7	17	0.0
CCc1ccc(C2NC(=S)NC3=C2C(=O)CC(C)(C)C3)cc1 (stereo not given)	4	-4%	1	-12	5.1%	-1	-11	19	0.3
COC(=O)c1ccc(CC(=O)c2nc3ccccc3s2)cc1	1	0%	5	13	23%	-2	-15	3	0.4
COc1cccc(CC(=O)OCC(=O)NC(Cc2ccccc2)C(C)=O)c1 (stereo not given)	-12	·	4	-4	1.0%	0	-13	-2	-0.8
Cc1c(C(=O)O)sc2nc3n(c(=O)c12)CCC3	-3	-3%	2	0	11%	-4	-9	-8	0.5
O=[N+]([O-])c1ccc(-n2ccnc2)cc1	-7	-8%	2	0	-0.7%	-9	-38*	0	0.5
COc1ccc(NC(=O)C(NS(=O)(=O)c2ccc3c(c2)CCCN3C(C)=O)C(C)C)c(OC)c1 (stereo not given)	-1	-11%	3	-5	2.3%	2	-2	-14	0.0
S=C(Cc1ccc(Cl)cc1)N1CCOCC1	-5	-11%	0	15	-0.3%	-2	0	-7	0.4
COc1cccc(C(=O)OCC(=O)c2c(N)n(C)c(=O)n(C)c2=O)c1	-1	·	2	1	0.2%	1	3	1	0.4
Cc1cc(C(=O)N/N=C/c2ccccc2[N+](=O)[O-])c(C)o1	-7	-10%	2	-4	-0.3%	-6	-18	2	-1.7
Cn1c(=O)[nH]c2nnc(-c3ccc(Cl)c(Cl)c3)nc2c1=O	-18	2%	4	17	?	-3	-11	6	-0.1
Cc1cccc(C(=O)NCC(=O)N2CC(=O)Nc3ccccc32)c1	1	-11%	5	4	-1.0%	2	-11	-2	0.1
Cc1ccc(CCNC(=O)CCS(=O)(=O)c2ccc3c(c2)oc(=O)n3C)cc1	6&-3	-9%&-1%	0&1	20&0	-1.5%&-0.5%	-2&-6	-1&4	-16&-6	-0.1&-0.5
O=C(Nc1ccc(Br)cc1)c1ccco1	-4	-17%	-3	14	1.6%	-9	-42*	0	-0.7
CC1Cc2ccccc2N1C(=O)CSc1nc2c(c(=O)n(C)c(=O)n2C)n1Cc1ccccc1 (stereo not given)	14	-22%	4	-10	9.6%	1	-12	-7	-0.8
CCCOc1ccc(CNC(=O)C(NS(=O)(=O)c2cccs2)C(C)C)cc1 (stereo not given)	1	37%[activator]	0	-2	-0.6%	0	11	13	-0.7
COC(=O)c1ccc(N/C(=N/S(=O)(=O)c2ccccc2)c2ccccc2)cc1	·	-11%	0	-1	0.0%	-3	9	6	-0.1
COc1ccc([N+](=O)[O-])cc1/C=N/Nc1nn[nH]n1	6	0%	6	-1	3.1%	-2	23	-5	-0.2
Cc1c(-c2cccc(NC(=O)c3cccs3)c2)nc2ncccn12	2	271%[activator]	1	26	11%	-4	-26	11	-0.3
CC1CCCC2(C1)NC(=S)N(c1ccccc1)N2 (stereo not given)	-3	-19%	2	-9	3.9%	-2	5	-4	1.6
CSCCC(=O)NC1CC(C)(C)Cc2c1cnn2-c1ccccc1C (stereo not given)	-3	-2%	-2	-4	-4.4%	-8	21	-1	-0.5
CC(C)S(=O)(=O)c1nsc2nc(=O)c(/C=C3\C=Nc4ccccc43)c(N)n12	0	-5%	1	-13	2.2%	-2	8	-2	-0.2
CN=c1sc2ccccc2n1CC(O)COCc1ccco1 (stereo not given)	-5	-13%	0	-7	-0.8%	-8	7	3	-0.1
CCOP(=O)(OCC)C(Nc1cccc(C(F)(F)F)c1)c1ccc(F)cc1 (stereo not given)	12	2%	1	-13	0.5%	1	-13	2	-0.2
COc1ccc(/C=C/C(=O)NCC(=O)N/N=C(/CCC(=O)O)c2ccccc2)cc1	-8	-6%	2	-16	1.4%	4	9	8	-1.3
COc1cccc(/C=N/NC(=O)c2ccncc2)c1OC(=O)c1ccc(Br)cc1	3	-12%	4	3	5.0%	-1	-5	-2	-0.4
CCCCCCSc1ccc(-c2nc3ccc(C)cn3c2NC2CCCCC2)cc1	12	·	4	·	13%	-2	3	-1	0.0
CN(CCO)c1ccc(-c2n[nH]c(=O)c3ccccc23)cc1[N+](=O)[O-]	24	-1%	4	5	0.7%	-4	-7	-1	0.8
N#Cc1ccc(C(c2nnnn2CCc2ccccc2)N2CCCCCC2)cc1 (stereo not given)	-3	-22%	7	-28	0.9%	-6	11	0	1.1
O=C(c1ccc2c(c1)N(Cc1cccc(Cl)c1)C(=O)c1ccccc1S2(=O)=O)N1CCN(Cc2ccccc2)CC1	-7	-3%	4	15	-2.5%	-6	3	-9	0.4
CCCOc1ccc(C(=O)c2ccccc2C(=O)O)cc1OCCC	-14	-3%	8	7	0.4%	-1	-25	3	0.4
COc1cc(C)ccc1OCc1cc(C(=O)N2CCC(c3ccc(F)cc3)C2)no1 (stereo not given)	-2	?	3	-4	1.8%	-1	22	11	0.6
COc1ccc(CCNC(=O)CN(c2ccc(C)cc2)S(=O)(=O)c2c(C)noc2C)cc1OC	2	-13%	0	-3	1.9%	0	15	-6	-0.6
C=CCOc1ccc(/C(CC)=N/O)c(OC)c1	3	-9%	0	-2	1.0%	-14	-13	7	-1.0
Nc1nnc(CC(=O)NCc2ccccc2)s1	-12	-17%	3	-2	0.0%	2	-1	-12	-0.1
COc1ccc(/C(C)=N/OCC(=O)N=Nc2c(O)[nH]c3ccccc23)cc1	-2	-10%	11	-5	-1.8%	-2	-7	13	-1.0
Cc1ccc(Cl)cc1NS(=O)(=O)N1CCOCC1	-6	?	2	3	6.8%	2	11	-11	-0.7
CCOC(=O)N1CCC(C(N)=O)CC1	23	-14%	1	-7	-0.6%	2	7	10	-1.3

Marked active in D1 antagonist, among the entries above:
| compound | D2 PAM | D1 ag | RXFP1 antagonist | RXFP1 ag | D1 PAM | D1 antagonist | TRHR enhancer | TRHR agonist |
| --- | --- | --- | --- | --- | --- | --- | --- | --- |
| CC(=O)c1c(C)[nH]c(C(=O)Nc2ccc(Cl)c(S(=O)(=O)N(C)C)c2)c1C | -5 | 9 | -10 | ? | -19 | -50* | 2 | 1.6 |
| O=[N+]([O-])c1ccc(-n2ccnc2)cc1 | -7 | 2 | 0 | -0.7% | -9 | -38* | 0 | 0.5 |
| O=C(Nc1ccc(Br)cc1)c1ccco1 | -4 | -3 | 14 | 1.6% | -9 | -42* | 0 | -0.7 |

Compound activity: PubChem, National Center for Advancing Translational Sciences (NCATS)

Some of the compounds tested (hit frequency here may not be typical).
